SMN2 splice up: increases expression of the SMN2 splice variant | HEK293 SMN2-luciferase splicing reporter, luminescence, 30-36 h | Potency, µM (titrated, usually from 46.1 µM), for inactives: at the top dose activity change, positive = activation, most hits filed as activators | hit rate 2.8% among 210,000 | AID 1458; note: % of control where 0% means no effect; nearly all actives have a fitted effect of over 55% in size
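qHTS luciferase splicing reporter: luminescence rises when SMN2 exon 7 is included in transfected HEK293 cells. Compound exposure lasted 30-36 h at 37C, with 4.5 mM final sodium butyrate as control, followed by a ONE-Glo read.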
ALDH1A1 block: blocks purified human ALDH1A1 activity; P00352; Purified ALDH1A1, NADH fluorescence, propionaldehyde substrate; Potency, µM (doses to about 75.3 µM), without a hit: top-dose activity, negative = inhibition, actives largely listed as inhibitors; hit rate 7.3% among 220,000; AID 1030; active = well fitted inhibition curve with a large enough effect, not every such curve was filed as active; inconclusive = small, poorly fitted or top-dose-only effect, or another doubt; inactive = no such curve, though single readings can be large or run the other way;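 note: plate controls were no enzyme wells and a reference inhibitor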
Target sequence (P00352 whole entry, looked up): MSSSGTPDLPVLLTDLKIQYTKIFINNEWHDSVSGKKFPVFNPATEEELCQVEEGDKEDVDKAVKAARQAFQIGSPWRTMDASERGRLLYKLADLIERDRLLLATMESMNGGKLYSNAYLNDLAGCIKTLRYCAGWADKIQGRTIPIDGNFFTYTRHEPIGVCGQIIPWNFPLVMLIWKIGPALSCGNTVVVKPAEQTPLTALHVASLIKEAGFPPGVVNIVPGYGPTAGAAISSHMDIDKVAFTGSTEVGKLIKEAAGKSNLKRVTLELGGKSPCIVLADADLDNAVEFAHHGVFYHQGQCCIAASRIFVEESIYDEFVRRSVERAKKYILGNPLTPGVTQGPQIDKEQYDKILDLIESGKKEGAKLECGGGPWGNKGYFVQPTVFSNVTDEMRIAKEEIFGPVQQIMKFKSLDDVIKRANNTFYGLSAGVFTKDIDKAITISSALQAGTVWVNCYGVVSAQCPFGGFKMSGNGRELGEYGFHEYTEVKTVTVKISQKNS
GAA inhib: blocks human lysosomal alpha-glucosidase. P10253. purified human GAA, 4-MU-alpha-glucoside fluorescence. Potency, µM (highest dose often 76.9 µM), without a hit: at the highest dose activity change, negative = inhibition, usual class: inhibitors. hit rate 0.005% among 200,000. AID 1466;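 note: plate controls were uninhibited enzyme wells for no effect and no-enzyme background for full effect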
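Activity normalized between no-enzyme (basal) and enzyme-only wells. Conditions: 4 nM human enzyme, 400 uM fluorogenic substrate, citrate/phosphate pH 5.0 with Tween-20, 20 min room temperature, compounds up to 77 uM.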
GAA glycogen: GAA glycogen-cleavage inhibition or activation; P10253; recombinant GAA, glycogen substrate, Amplex Red glucose oxidase fluorescence; Potency, µM (highest dose often 76.4 µM), inactives show at the top dose activity change, negative = inhibition, most hits filed as inhibitors; hit rate 0.38% among 300,000; AID 2100;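 note: 0% = full enzyme reaction and -100% = no-enzyme basal signal; the screen sought inhibitors and activators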
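Recombinant human enzyme (4 nM); glycogen substrate; 37 C, 40 min, pH 5.0. Readout: coupled glucose oxidase/Amplex Red fluorescence.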
KDM4E inh: JMJD2E (human) inhibition; B2RXH2; Potency, µM (doses to about 57.1 µM), without a hit: top-dose activity change, negative = inhibition, most hits filed as inhibitors; JMJD2E catalytic domain, FDH-coupled NADH fluorescence (FDH is formaldehyde dehydrogenase); AID 2147; hit rate 1.6% among 230,000; active = well fitted inhibition curve with a large enough effect, not every such curve was filed as active; inconclusive = small, poorly fitted or top-dose-only effect, or another doubt; inactive = no such curve, though single readings can be large or run the other way;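 note: 0% = wells with enzyme and -100% = buffer wells without enzyme; nearly all actives have a fitted effect of over 50% in size; many of its hits are not listed in these tables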
RGS12 GoLoco inh: RGS12 GoLoco-Gai1 interaction inhibition; Gai1:RGS12 GoLoco peptide FP, rhodamine, 10 min; Potency, µM (series often up to 61.6 µM), for the others: top-dose activity, negative = inhibition, most hits filed as inhibitors; hit rate 0.44% among 230,000; active = well fitted inhibition curve with a large enough effect, not every such curve was filed as active; inactive = no such curve, though single readings can be large or run the other way; note: % is set by controls: 0 for no effect and ±100 for the full control effect; nearly all actives have a fitted effect of over 30% in size; many of its hits are not listed in these tables
aGlu spleen mod: lysosomal alpha-glucosidase (human) modulation; P10253; human spleen homogenate, 4-MU-alpha-glucoside fluorescence; Potency, µM (top dose mostly 79.9 µM), without a hit: at the top dose activity change, negative = inhibition, actives largely listed as inhibitors; AID 2112; hit rate 0.006% among 240,000;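 note: 0% = enzyme with vehicle and -100% = no enzyme basal signal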
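Human spleen homogenate (1 ug) with 4-methylumbelliferyl-alpha-D-glucopyranoside (1 mM final) in 50 mM citrate/phosphate pH 5.0, 0.01% Tween-20; 40 min at 37 C. Stopped at pH 10; 4-MU fluorescence Ex 365/Em 440 nm; AC50 by Hill fit.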
aGal spleen mod: inhibitors or activators of human alpha-galactosidase in spleen homogenate | human spleen homogenate, 4MU-alpha-Gal fluorescence, 40 min | Potency, µM (series often up to 80 µM), inactives show top-dose activity change, negative = inhibition, usual class: inhibitors | hit rate 0.008% among 240,000;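 note: 0% = enzyme with vehicle and -100% = no enzyme basal signal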
Target sequence (P06280 32-429 limits assumed): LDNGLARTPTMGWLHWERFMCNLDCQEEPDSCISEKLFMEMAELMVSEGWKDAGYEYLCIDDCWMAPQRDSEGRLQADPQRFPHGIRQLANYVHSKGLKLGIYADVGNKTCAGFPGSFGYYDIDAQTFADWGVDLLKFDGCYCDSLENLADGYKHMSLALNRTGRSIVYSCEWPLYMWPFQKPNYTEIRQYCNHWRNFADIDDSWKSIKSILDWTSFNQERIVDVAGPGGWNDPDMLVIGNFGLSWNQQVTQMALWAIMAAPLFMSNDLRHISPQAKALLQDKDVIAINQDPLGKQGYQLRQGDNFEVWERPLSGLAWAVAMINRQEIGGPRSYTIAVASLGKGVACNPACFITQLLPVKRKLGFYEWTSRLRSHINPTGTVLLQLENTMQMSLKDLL
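Human spleen homogenate (1 ug) as enzyme source, 4-methylumbelliferyl-alpha-D-galactopyranoside 1 mM final, citrate/phosphate pH 5.0 with 0.01% Tween-20. Compounds 40 min at 37C, NaOH/glycine stop; fluorescence Ex 365/Em 440, Hill-fit AC50.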
The depositor's hits bear a star; ? = inconclusive; . = not tested or not shown; & = joins results of further samples; [ ] = remark or other dose. Unless noted, calls come from the whole dose curve; as a rule, active = well fitted curve in the direction sought with a large enough effect; inconclusive = small, poorly fitted or top-dose-only effect, or another doubt; inactive = no such curve, though single readings can be large; an effect the other way counts as inactive or inconclusive. Potency is the fitted concentration of half-maximal effect. Not all compounds are listed; count on the stated rates, not on these rows.

SMILES	SMN2 splice up	ALDH1A1 block	GAA inhib	GAA glycogen	KDM4E inh	RGS12 GoLoco inh	aGlu spleen mod	aGal spleen mod
CCCCc1ccc(NC(=S)N2CCC(O)CC2)cc1	-6%	-5%	-10%	-7%	7%	10%	-3%	3%
Cc1ccc(-n2nnc3c(SCC(=O)NCC4CCCO4)ncnc32)cc1 (stereo not given)	-5%	1%	6%	-4%	4%	6%	-2%	-2%
COC(=O)c1ccc(NC(=O)CSC2=NCCN2)cc1	-7%	-17%	-12%	-1%	5%	1%	-13%	3%
CCOC(=O)C1CCCN(c2cc(C)nc3cc(-c4ccc(Cl)cc4)nn23)C1 (stereo not given)	?	?	-5%	-6%	378%[activator]	6%	0%	-1%
CC(=C/C(=O)O)/C(=C\c1ccc(Br)o1)C(=O)O	.	.	.	4%	-4%	-4%	-4%	3%
O=C(COc1ccccc1Cl)NC(=S)Nc1ccc(CN2CCOCC2)cc1	-6%	-1%	-1%	1%	-3%	13%	1%	-3%
Cc1c(CN2CCC(CO)(Cc3cccc(C(F)(F)F)c3)CC2)c2ccccc2n1C	.	7%	?	-9%	-8%	-9%	-4%	-8%
CCCN1C=CC(=CC=C(C#N)C#N)C=C1	.	?	-3%	-13%	-1%	-14%	-2%	4%
Cc1[nH]c2ccccc2c1/C=C/c1nc2ccccc2c(=O)n1-c1cccc([N+](=O)[O-])c1	-2%	8%	6%	0%	-3%	26%	1%	1%
CCOC(=O)CSc1nnc(Cc2cc(=O)[nH]c(=O)[nH]2)n1-c1ccc(Cl)cc1	-15%	-15%	1%[15.4 µM]	7%	-7%	2%	-8%	-12%
CCc1cccc(N(C(=O)c2csnn2)C(C(=O)NC(C)(C)C)c2ccccn2)c1 (stereo not given)	-9%	?	6%	-4%	0%	15%	9%	18%
Cc1ccc(NC(=O)Nc2ccc3oc(C)nc3c2)cc1	11µM*	12%	-13%	17%	-2%	15%	-3%	5%
Cc1occc1C(=O)Nc1nccs1	21%	4%	-4%	-1%	5%	5%	1%	-4%
CCOC(=O)Cc1csc(NC(=O)c2c(O)c3c(n(CC(C)C)c2=O)CCCC3)n1	.	.	.	1%	-29%	8%	-2%	1%
COc1ccc(OC)c(NC(=O)Cn2c(CCC(=O)O)ccc2-c2ccccc2)c1	-5%&14%	-9%	?	-2%[76.3 µM]	-22%	6%	-6%	17%
O=C(Nc1nnc(-c2ccncc2)s1)C1CCCO1 (stereo not given)	?	?	6%	3%	?	-16%	-10%	2%
CCOC(=O)C1=C(C)OC(N)=C(C#N)C1c1cccs1 (stereo not given)	-12%	?	-5%	-10%	?	-4%	-3%	12%
Cc1cnn(C(=S)NCc2ccco2)c1	-3%	?	-3%	4%	-25%	-3%	4%	3%
O=C(Nc1cccn(Cc2c(Cl)cccc2Cl)c1=O)C1CC1	-10%	?	-6%	1%	-15%	-1%	6%	0%
CCOC(=O)N1CCN(CC(O)COCc2ccc(OC)c(OC)c2)CC1 (stereo not given)	-5%	1%	7%	-2%	-2%	-1%	-22%	-1%
c1coc(-c2nc3nc4ccccc4nc3n2-c2ccc3c(c2)OCCO3)c1	-20%	?	-3%	5%	-4%	16%	-8%	-1%
C1CCC2(CC1)OCC1(CO2)COC2(CCCCC2)OC1	-17%	9%	-1%	9%	8%	2%	-8%	0%
CCN(CC)CCC/C(=N\O)C(O)(c1ccccc1)c1ccccc1	.	14%	.	-3%	7%	12%	3%	-11%
COCCNC(=O)c1cnn2c(C(F)(F)F)cc(-c3ccc4c(c3)OCO4)nc12	-1%	1%	5%	3%	-1%	-5%	0%	1%
COc1cc(OC)nc(NC(=O)CCl)n1	-3%	4%	0%	-2%	2%	-20%	-1%	3%
O=C(O)CCc1cccnc1	.	.	.	7%	-26%	-14%	6%	11%
Cc1cc(C(=O)CSc2nnc(-c3ccco3)o2)c(C)n1Cc1ccco1	-21%	?	-7%	4%	-3%	8%	-3%	8%
CC1=NN(c2ccc(F)cc2)C(=O)C1C(c1cccc(O)c1)c1c(C)[nH]n(-c2ccc(F)cc2)c1=O (stereo not given)	7%	8.9µM*	-3%	?	-15%	-1%	-1%	1%
Cc1ccccc1OCCNC(=O)/C=C/c1ccc([N+](=O)[O-])cc1	-19%	?	1%	7%	-7%	0%	-10%	?
Clc1ccccc1-c1nc(/C=N/N2CCOCC2)c2ccccn12	-8%	40µM*	?	-15%	?	1%	-1%	-3%
CCCCC(=O)Nc1ccc(C(=O)N(CC)c2ccccc2C)cc1	-3%	-3%	-12%	17%	14%	10%	1%	-3%
Cc1ccc(C2C=C(c3ccccc3)Nc3nc(N4C(=O)CCC4=O)nn32)cc1 (stereo not given)	-6%	?	-5%	-2%	5%	17%	5%	18%
CN(C)S(=O)(=O)c1cccc(C(=O)Nc2ccccc2[N+](=O)[O-])c1	2%	?	?	-1%	5%	-9%	2%	3%
COc1ccc(-c2nc3cnc(N4CCN(C)CC4)nc3n(Cc3ccc(F)cc3)c2=O)cc1	.	?	.	.	.	0%	6%	?
CCOc1ccc(C(=O)Nc2cnn(Cc3ccc(Cl)c(Cl)c3)c2)cc1	-51%[inhibitor]	4%	4%	-9%	-11%	-8%	-10%	-5%
O=C(NC12CC3CC(CC(C3)C1)C2)N1CCC(n2nnc3ccccc32)CC1	-19%	-6%	-3%	-1%	3%	-2%	0%	7%
C=CCNC(=O)c1ccc(CNS(=O)(=O)c2ccc(NC(C)=O)cc2)cc1	-1%	-5%	-5%	7%	-4%	5%	7%	6%
COC(=O)CSc1nnc(NC(=O)/C=C\c2ccc3c(c2)OCO3)s1	16%	1%	0%	-5%	?	0%	1%	3%
O=C(NN1C(=O)/C(=C/C=C/c2ccco2)SC1=S)c1ccncc1	.	.	.	?	20µM*	49%[activator]	-6%	-5%
C=C(C)C1CC=C(C)/C(=N/NC(=O)c2ccc(NC(=O)CC)cc2)C1 (stereo not given)	18%	-9%	-12%	-7%	4%	-6%	1%	2%
Cn1c(=O)c2c(nc(CN3CCN(c4ccccc4)CC3)n2Cc2ccccc2Cl)n(C)c1=O	-13%	?	-9%	10%	11%	5%	-2%	3%
CC(C)n1nc(C(=O)OCC(=O)N2CC(=O)Nc3ccccc32)c2ccccc2c1=O	1%	2%	1%	-3%	2%	8%	-20%	-4%
COC(=O)c1c(NC(=O)/C=C/C(=O)O)sc(C)c1-c1ccc(C(C)C)cc1	-84%[inhibitor]	7.9µM*	0%	8%	-8%	9%	1%	-3%
Cc1ccc(-n2nc3c(c2NC(=O)c2ccc4c(c2)OCO4)CSC3)cc1	-2%	11%	6%	-8%	?	8%	-3%	2%
CC(=O)c1ccc(N2CC(C)(C)C2=O)cc1	8%	-3%	-3%	5%	-5%	6%	3%	1%

Random excerpt: 3 compounds from above, in no set order.
SMILES	SMN2 splice up	ALDH1A1 block	GAA inhib	GAA glycogen	KDM4E inh	RGS12 GoLoco inh	aGlu spleen mod	aGal spleen mod
Cn1c(=O)c2c(nc(CN3CCN(c4ccccc4)CC3)n2Cc2ccccc2Cl)n(C)c1=O	-13%	?	-9%	10%	11%	5%	-2%	3%
COC(=O)c1c(NC(=O)/C=C/C(=O)O)sc(C)c1-c1ccc(C(C)C)cc1	-84%[inhibitor]	7.9µM*	0%	8%	-8%	9%	1%	-3%
CC(=O)c1ccc(N2CC(C)(C)C2=O)cc1	8%	-3%	-3%	5%	-5%	6%	3%	1%

(further entries)
SMILES	SMN2 splice up	ALDH1A1 block	GAA inhib	GAA glycogen	KDM4E inh	RGS12 GoLoco inh	aGlu spleen mod	aGal spleen mod
COc1cccc(NC(=O)COC(=O)CNS(=O)(=O)c2c(F)cccc2F)c1	0%	-14%	2%	3%	8%	22%	-7%	-4%
COc1ccc(/C=c2\sc3nc(-c4ccccc4)c(-c4ccccc4)n3c2=O)cc1OC	-10%	?	0%	-20%	?	57%[activator]	-12%	-9%
Cc1ccc(Nc2nc(N)nc(CCl)n2)cc1	.	.	.	4%	4%	-1%	1%	6%
O=C(NC1CCCCC1)C1CCCN(S(=O)(=O)c2cccs2)C1 (stereo not given)	-13%	2%	-6%	6%	5%	2%	-1%	3%
COc1ccccc1Nc1nc(N)nc(CN2CCC(Cc3ccccc3)CC2)n1	?	13µM*	-17%	0%	-2%	25%	-6%	-6%
CC(=O)c1sc(NC(=O)c2ccc(C)cc2)nc1C	5.6µM*	?	-7%	9%	-10%	6%	-3%	5%
COc1ccc(C(=O)c2cnc3ccccc3c2-c2ccccc2)cc1	-8%	1.4µM*	2%	-5%	-9%	5%	2%	8%
CC(C)CCNC(=O)C(C)N(Cc1ccc(F)cc1)C(=O)c1ccc(CN2CCOCC2)o1 (stereo not given)	3%	0%	11%	-8%	-9%	5%	0%	3%
COc1ccc(CCn2c(C)cc3c(c2=O)C(c2ccncc2)C(C#N)=C(N)O3)cc1OC (stereo not given)	4%	?	6%[15.4 µM]	1%	3%	7%	7%	9%
CC(C)n1c(O)c(N=Nc2ccc(Cl)nn2)c2ccccc21	-24%	?	9%	-1%	-1%	28%	2%	-1%
Cc1ccc(N2NC3(CCN(C(N)=O)CC3)NC2=O)cc1	-2%	-5%	-1%	?	-2%	5%	-1%	4%
CCc1nc(-c2ccccc2)cc(=O)[nH]1	?	-6%	8%	8%	-5%	6%	-5%	5%
CCOC(=O)N1CCC(NC(=O)c2cc(S(=O)(=O)N3CCc4ccccc43)cn2C)CC1	-21%	-4%	-5%	5%	10%	-2%	2%	3%
Cc1ccc(C(=O)Nc2ccc(Cc3ccncc3)cc2)cc1[N+](=O)[O-]	-55%[inhibitor]	5%	?	-3%	-1%	-3%	1%	5%
CCOC(=O)CN1C(=O)S/C(=C/c2ccc(N3CCCCC3)o2)C1=O	-5%	25µM*	-1%	-10%	-1%	-19%	-6%	-4%
Cn1c(SCC(=O)c2c(N)n(C)c(=O)n(C)c2=O)nnc1-c1ccccc1	27%	8%	9%	-2%	-4%	-2%	-2%	-6%
COc1ccc(C(=O)c2cnc[nH]2)cc1OC	.	9%	?	-2%	-5%	10%	1%	6%
COc1ccccc1CC(=O)NNS(=O)(=O)c1ccccc1[N+](=O)[O-]	.	-8%	7%	-13%	-8%	10%	3%	6%
O=C1c2ccccc2S(=O)(=O)N1Cc1nc2ccccc2s1	-69%[inhibitor]	-10%	-1%	-5%	-2%	5%	-8%	0%
